TAAR1 antagonist – human TAAR1 antagonists, primary screen, Fluo-8 calcium fluorescence, CHO RD-HGA16 cells; Trace amine-associated receptor 1 (Homo sapiens), Q96RJ0; inhibition, % at 3 µM; antagonist; 360,000 compounds, 1.5% hits; AID 624466, 2012;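 active = inhibition above a per-plate cutoff, the mean inhibition of test compounds on that plate plus 3 SD, cut at about 49% in these data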;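 note: 0% = DMSO plus EC80 beta-PEA response and 100% = DMSO alone without agonist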
Target sequence (Q96RJ0 whole entry, looked up): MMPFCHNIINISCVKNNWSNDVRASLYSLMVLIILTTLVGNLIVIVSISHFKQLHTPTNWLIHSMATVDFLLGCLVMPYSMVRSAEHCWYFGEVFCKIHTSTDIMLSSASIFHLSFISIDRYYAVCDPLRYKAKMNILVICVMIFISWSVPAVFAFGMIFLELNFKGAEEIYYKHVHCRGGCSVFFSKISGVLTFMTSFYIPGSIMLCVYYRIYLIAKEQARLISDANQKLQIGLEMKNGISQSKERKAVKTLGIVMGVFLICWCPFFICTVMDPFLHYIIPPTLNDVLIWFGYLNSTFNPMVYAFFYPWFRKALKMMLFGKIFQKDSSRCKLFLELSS
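Assay system: CHO-derived RD-HGA16 cells stably expressing human TAAR1 plus Gα16. Timing: 140 s kinetic read after compound, 140 s after agonist. Technique: kinetic Fluo-8 calcium fluorescence measurement. Measure: % inhibition of agonist calcium response.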
TAAR1 ag – human TAAR1 agonists, primary screen, Fluo-8 calcium fluorescence, CHO RD-HGA16 cells; Trace amine-associated receptor 1 (Homo sapiens), Q96RJ0; vehicle wells 0%, saturating PEA agonist 100%; activation, % at 3 µM; 360,000 compounds, 0.99% hits;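 active = activation above the mean activation of all test compounds in the run plus 3 SD, cut at about 38% in these data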
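Test system: RD-HGA16 (CHO) cells co-expressing Gα16 and hTAAR1 | Doses: Single dose, 3 µM | Schedule: 17-24 h seeding, 75 min 37 °C dye, 30 min RT | Evaluation: % activation from peak over basal fluorescence ratio, DMSO-to-PEA scaled | Technique: Kinetic Fluo-8 calcium fluorescence | Benchmarks: Low control DMSO, high control PEA (EC100)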
CHO-K1 Ca antag – counter-screen for M1 antagonists: effect in parental CHO-K1 cells; ATP-induced calcium, Fluo-8 fluorescence; inhibition, % at 3 µM; 360,000 compounds, 0.6% hits; AID 602250;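 active = inhibition above a per-plate cutoff, the plate's mean sample inhibition plus 3 SD, cut at about 24% in these data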;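 note: 0% = DMSO plus EC80 ATP and 100% = DMSO alone without ATP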
CHO-K1 Ca ag – counter-screen for M1 agonists: effect in parental CHO-K1 cells; Fluo-8 calcium fluorescence; scaled to maximal ATP response, vehicle zero; activation, % at 3 µM; 360,000 compounds, 0.48% hits; AID 602248, 2012; in the data active = activation above about 15%;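 note: untransfected CHO-K1 host cells lacking M1 receptor as counterscreen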
M1 ag – human M1 muscarinic receptor agonists, primary screen, Fluo-8 calcium fluorescence, CHO-K1 cells, HTS; 360,000 compounds, 0.33% hits; AID 588814, 2011; activation, % at 3 µM; CHO-K1 hM1, agonist mode; 0% DMSO, 100% acetylcholine EC100;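 active = activation above the run's mean compound activation plus 3 SD, cut at about 16% in these data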;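 note: peak over basal fluorescence ratio within a 140 s kinetic read after compound addition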
Target sequence (P11229 whole entry, looked up): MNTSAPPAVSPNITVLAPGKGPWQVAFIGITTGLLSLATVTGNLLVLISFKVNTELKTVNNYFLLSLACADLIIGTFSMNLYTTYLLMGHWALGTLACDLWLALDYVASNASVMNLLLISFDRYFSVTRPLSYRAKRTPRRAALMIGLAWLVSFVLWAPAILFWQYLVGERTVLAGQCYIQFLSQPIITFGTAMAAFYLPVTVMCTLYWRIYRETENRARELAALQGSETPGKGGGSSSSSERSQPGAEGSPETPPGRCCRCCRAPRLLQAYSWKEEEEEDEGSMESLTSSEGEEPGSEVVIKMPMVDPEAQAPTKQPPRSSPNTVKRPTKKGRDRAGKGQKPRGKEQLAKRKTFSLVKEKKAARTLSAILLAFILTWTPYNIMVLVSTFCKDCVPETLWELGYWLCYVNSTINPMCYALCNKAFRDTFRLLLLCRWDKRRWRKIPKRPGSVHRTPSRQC
OXTR potentiator – human OXTR potentiators, primary screen, fluorescence, CHO-OTR cells, Fluo-8 calcium; Oxytocin receptor (Homo sapiens), P30559; Fluo-8 calcium fluorescence, potentiator mode; 0% = oxytocin EC15, 100% = EC100; activation, % at 3 µM; 320,000 compounds, 0.061% hits; AID 2445, 2010;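 active = activation above that plate's cutoff, the mean activation of tested compounds plus 3 SD, cut at about 6.6% in these data, passing the limit was not always enough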;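 note: 100% uses oxytocin at 75 nM as the full agonist control; some results filed as inactive read as strong as hits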
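Assay system: CHO-OTR cells, human receptor / Also added: oxytocin at about EC15, sub-maximal agonist stimulus / Dosing: single dose, 3.0 µM nominal final compound concentration / Incubation: 6 min pre-incubation, 100 s read / Technique: Fluo-8 calcium dye fluorescence / Read-out: % activation vs EC15 and EC100 oxytocin / Benchmarks: EC15 oxytocin low, 75 nM oxytocin high / Replicates: singlicate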
CHO parental Ca – ATP-evoked calcium signal inhibitors, parental CHO, primary screen, counter-screen for OX1R antagonist project, cell-based, fluorescence, Fluo-8 calcium dye. parental CHO-K1, ATP-induced calcium, Fluo-8 fluorescence. inhibition, % at 5.6 µM. 330,000 compounds, 0.63% hits. AID 463079, 2010;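 active = inhibition above that plate's mean sample inhibition plus 3 SD, cut at about 26% in these data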;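 note: 0% = ATP-challenged DMSO wells and 100% = DMSO wells without ATP; some compounds past the cut are filed as inactive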
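Assay system – parental CHO cells · Reagent – ATP stimulus · Detection – intracellular calcium via Fluo-8 no-wash fluorescent dye · Evaluation – percent inhibition of ATP-evoked calcium rise, normalized to controls · Controls – ATP wells versus no-ATP DMSO wells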
M1 antag – human M1 muscarinic receptor antagonists, primary screen, CHO-K1 cells, Fluo-8 calcium fluorescence, 1536-well; Muscarinic acetylcholine receptor M1 (Homo sapiens), P11229; CHO-K1 hM1, ACh EC80 antagonist; inhibition, % at 3 µM; 360,000 compounds, 1.3% hits; AID 588852, 2011;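 active = percent inhibition above its own plate's cutoff, namely the mean of that plate's compound wells plus 3 SD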;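 note: peak over basal fluorescence ratio during 140 s after agonist addition; 0% = ACh EC80 plus DMSO and 100% = DMSO alone without agonist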
M1 PAM parental – nonselective calcium activators in parental CHO-K1 cells, primary screen, counter-screen for M1 PAM project, cell-based, Fluo-8 calcium fluorescence, full deck, 1536-well | 360,000 compounds, 0.02% hits | ATP EC20; 0% at ATP EC20, 100% at ATP max | activation, % at 3 µM;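 active = activation above the run cutoff, the mean activation of all test compounds plus 3 SD, cut at about 40% in these data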;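 note: peak over basal fluorescence ratio in a 140 s read after ATP addition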
* hit, by the source's call; x = no result given.

molecule | OXTR potentiator | CHO-K1 Ca antag | M1 ag | TAAR1 antagonist | M1 PAM parental | CHO-K1 Ca ag | TAAR1 ag | CHO parental Ca | M1 antag
COc1ccc(CCNC(=O)c2cc(C(=O)c3cc(Cl)ccc3O)cn(CCc3ccc(OC)cc3)c2=O)cc1 | 0 | -8 | -5 | 47 | 12 | 1.2 | 4 | -19 | 11
CC1CCN(C(=O)Cn2nnc(-c3ccc(N)cc3)n2)CC1 | -10 | 10 | -2 | 1 | 3 | -0.3 | 0 | -4 | -5
O=C1C(Cl)=C(Oc2ccccc2)C(=O)c2ccccc21 | x | 5 | 4 | 51* | 13 | 2.8 | 36 | x | 26
O=C(Nc1nnc(-c2ccccn2)o1)c1ccc(Br)cc1 | -6 | 2 | -3 | -15 | 2 | -0.6 | 21 | 3 | -14
CCOC(=O)C(C(=O)Nc1ccccn1)C1CCCCC1 (stereo not given) | -1 | 3 | -2 | -5 | -7 | 0.4 | 1 | -10 | -10
Cc1noc(NS(=O)(=O)c2ccc(N/C=C\C(=O)c3cccc4ccccc34)cc2)c1C | -15 | 8 | -5 | 29 | -5 | -0.4 | 10 | 4 | 4
COc1ccccc1CCNC(=O)c1c(N)[nH]c(C(=O)c2ccccc2)c1-c1ccc(Br)cc1 | x | -3 | x | 5 | -4 | -0.5 | 23 | x | x
CCC(C)Sc1nc2c([nH]c3ccccc32)c(=O)n1C (stereo not given) | 2 | 9 | -5 | -17 | 14 | -0.4 | 2 | -19 | 5
Cc1cc(NC(=O)CSc2ncnc3sc(C)c(C)c23)no1 | 4 | -11 | -3 | -16 | 15 | 0.7 | -1 | -5 | -8
O=C1CCCN1C(=O)CSc1ccc2ccccc2n1 | 5 | 1 | -3 | -5 | -8 | 0.3 | 8 | -12 | -1
COc1ccc(Cc2nnc3sc(SCC(=O)Nc4ccccc4)nn3c2=O)cc1OC | 2 | 1 | -7 | -27 | -11 | 0.2 | 1 | -39 | 5
Nc1ccccc1SCCS(=O)(=O)c1ccc(Cl)cc1 | -10 | -2 | 0 | -19 | -3 | -0.3 | -2 | -4 | -2
Cc1ccc(NC(=O)CSc2nnc(C3CC3)n2C)cc1S(=O)(=O)N1CCCCC1 | -2 | -1 | -5 | -16 | -1 | 0.5 | 6 | -16 | 0
O=C(NCCc1ccccc1)c1ccc(Br)o1 | -1 | -8 | -6 | 27 | 4 | -0.5 | 67* | -17 | 5
Cc1cc(CNC(=O)C2(C(F)(F)F)CC(CCCO)CCCO2)nn1C (stereo not given) | -8 | -4 | -4 | 17 | 8 | 0.1 | 2 | 1 | -7

Following part:
molecule | OXTR potentiator | CHO-K1 Ca antag | M1 ag | TAAR1 antagonist | M1 PAM parental | CHO-K1 Ca ag | TAAR1 ag | CHO parental Ca | M1 antag
CCn1ncc(/C=C/C(=O)NCc2cn(C)nc2C)c1C | -2 | -10 | -3 | 10 | 23 | 0.9 | 15 | -8 | -4
NC(=O)Cn1nnc(-c2ccc(C(F)(F)F)cc2)n1 | -1 | -2 | -5 | 7 | 14 | 1.1 | 5 | 4 | 0
Cc1nn(Cc2ccccc2)c(C)c1NS(=O)(=O)c1ccccc1 | 0 | 0 | -4 | 0 | -13 | 0.3 | -1 | -16 | 5
O=C(O)c1ccccc1NC(=O)C1CCN(S(=O)(=O)c2ccc3c(c2)OCCO3)CC1 | x | 2 | 2 | -21 | 8 | -0.5 | -2 | x | -15
CC(C)n1c(-c2ccco2)csc1=Nc1cccnc1 | -20 | 0 | -1 | 11 | 12 | 5.0 | 6 | 48* | 2
Brc1ccccc1C1Nc2cccc3cccc(c23)N1 | -2 | -6 | -4 | -21 | 11 | 1.5 | -3 | -16 | -9
O=C(OCC1CC(c2ccccc2)=NO1)c1ccc(Br)cc1 (stereo not given) | -1 | 3 | -1 | -22 | 13 | 1.6 | 4 | -3 | -3
COc1ccc(-c2nc3cc(C)ccn3c2NC(=O)c2c(F)cccc2Cl)cc1 | -4 | -3 | -4 | 45 | 18 | 2.5 | 10 | -16 | 2
Cc1ccccc1N1CC(O)(c2ccccc2)[N+]2=C1SCC2 (stereo not given) | -5 | -4 | -7 | -30 | 21 | 1.7 | 10 | -12 | -5
CCC(=O)Nc1nc(C)c(-c2csc(Nc3ccccn3)n2)s1 | -6 | 14 | -3 | 9 | -4 | 0.8 | -4 | -20 | -4
COc1ccccc1NC(=S)N(CCN1CCCCCC1)Cc1cccs1 | -12 | 6 | -7 | -18 | -12 | 0.1 | 4 | -18 | 22
COc1ccc(C(=O)N2CCC(C(=O)NC3CC3)CC2)cc1 | -1 | -10 | -3 | -14 | -18 | 1.7 | -2 | 4 | 2
O=C(c1ccncc1)N1CCCC(N2CCN(c3cccc(C(F)(F)F)c3)CC2)C1 (stereo not given) | -6 | -4 | -3 | -12 | 9 | 2.0 | 5 | -13 | -4
CN(c1ccccc1)S(=O)(=O)c1ccc(C(=O)Nc2ncccc2O)cc1 | -7 | -2 | -3 | -1 | 8 | 0.8 | 0 | -10 | -7
O=C(CN1c2cccc3cccc(c23)S1(=O)=O)NCc1ccccc1Cl | x | 16 | -2 | 4 | -14 | 1.3 | 5 | x | 3

(further entries)
molecule | OXTR potentiator | CHO-K1 Ca antag | M1 ag | TAAR1 antagonist | M1 PAM parental | CHO-K1 Ca ag | TAAR1 ag | CHO parental Ca | M1 antag
CCc1ccc(CNn2cnnc2SCC(=O)NC(C)(C)C)cc1 | -4 | 15 | -2 | -6 | -4 | 0.2 | 6 | -13 | 0
Cc1sc2nc(CN3CCOCC3)nc(Cl)c2c1C | -2 | -11 | -4 | -21 | 3 | 0.4 | 4 | -7 | 8
COc1cccc(NC(=O)CSc2ccc3nnc(-c4cccnc4)n3n2)c1 | -1 | 3 | -2 | -4 | -1 | 2.2 | -1 | 0 | -10
Cc1cnc(C(=O)OCC(=O)N2c3ccccc3NC(=O)C2(C)C)cn1 | -14 | -11 | -3 | -3 | 10 | -0.1 | 1 | -11 | -10
O=C(O)C1C2CCC(C2)C1C(=O)NCc1ccco1 (stereo not given) | -2 | -5 | -1 | -12 | 16 | 0.6 | 7 | 4 | -9
O=c1[nH][nH]c(-c2ccccc2O)c1C(C[N+](=O)[O-])c1ccccc1 (stereo not given) | -3 | -10 | -11 | 6 | 13 | 0.1 | 0 | -2 | -4
Cc1ccc(CN2CCN(/N=C/c3cccnc3)CC2)c(C)c1 | -6 | -5 | -9 | -3 | 16 | 1.3 | 1 | -3 | -6
COc1ccc(N2CC(C(=O)N[C@H](C(=O)NC3CCCCC3)C(C)C)CC2=O)cc1 (stereo not given in full) | -5 | -21 | -4 | -34 | 14 | 0.1 | 2 | -22 | -15
O=C(CN1CCN(c2cccc(C(F)(F)F)c2)CC1)Nc1ccc2c(c1)OCCCO2 | x | -1 | -5 | -21 | 7 | 0.2 | 6 | x | -7
O=C1CCc2cc(S(=O)(=O)N3CCC(C(=O)NCc4ccccc4Cl)CC3)ccc2N1 | -4 | -8 | -5 | -3 | 28 | 0.9 | 1 | -5 | -13
COc1cc(C(=O)N2CCC(NC(=O)C(Cc3ccc(C)cc3)NC(C)=O)CC2)cc(OC)c1OC (stereo not given) | -10 | -7 | -5 | -1 | 23 | 0.3 | 14 | -9 | -10
COc1ccc(-c2[nH]ncc2CN(C)C(C)c2ccon2)cc1F (stereo not given) | -7 | -3 | -7 | -12 | 0 | 0.6 | 2 | -6 | 0
Cc1nc(C(N)=O)nc2ccccc12 | 2 | 0 | -2 | -6 | 12 | -0.3 | 2 | -11 | -10
Nc1cc(S(=O)(=O)N2CCOCC2)ccc1N1CCOCC1 | -2 | -17 | -2 | 10 | 16 | 0.8 | 7 | 9 | -5
COc1ccccc1N=C1SCC(=O)N1Cc1ccco1 | -3 | -3 | -8 | -36 | -17 | -0.3 | -1 | -3 | 8

A section from the list above, for reference:
molecule | OXTR potentiator | CHO-K1 Ca antag | M1 ag | TAAR1 antagonist | M1 PAM parental | CHO-K1 Ca ag | TAAR1 ag | CHO parental Ca | M1 antag
Cc1nc(C(N)=O)nc2ccccc12 | 2 | 0 | -2 | -6 | 12 | -0.3 | 2 | -11 | -10
Nc1cc(S(=O)(=O)N2CCOCC2)ccc1N1CCOCC1 | -2 | -17 | -2 | 10 | 16 | 0.8 | 7 | 9 | -5
COc1ccccc1N=C1SCC(=O)N1Cc1ccco1 | -3 | -3 | -8 | -36 | -17 | -0.3 | -1 | -3 | 8

Next records:
molecule | OXTR potentiator | CHO-K1 Ca antag | M1 ag | TAAR1 antagonist | M1 PAM parental | CHO-K1 Ca ag | TAAR1 ag | CHO parental Ca | M1 antag
CC(NC(=O)CCC(=O)c1cccs1)c1ccccc1 (stereo not given) | -5 | 3 | -2 | -8 | 10 | -0.2 | 0 | -20 | -8
Cc1ccc(OCC(=O)Nc2ccc(S(=O)(=O)Nc3ccccn3)cc2)cc1C | -10 | 18 | -6 | -2 | -16 | 1.4 | 4 | -8 | -5
COc1ccc(NC(=S)N2CCCC2)c(OC)c1 | -1 | 6 | -2 | 5 | -12 | 0.1 | 8 | -5 | 3
COC(=O)[C@]1(C)N[C@H](c2ccc(-c3ccc(F)cc3)cc2)[C@@H]2C(=O)N(C)C(=O)[C@@H]21 | -14 | -11 | -3 | -5 | 5 | 2.1 | 1 | -7 | -2
CCN1CCN(c2ncnc3scc(-c4ccc(C)c(C)c4)c23)CC1 | 4 | -3 | -11 | 2 | -6 | 0.1 | 0 | -33 | 85*
C[C@@H]1CN([C@@H](C)CO)C(=O)c2cccc(NS(C)(=O)=O)c2O[C@H]1CN(C)Cc1ccc(C(=O)O)cc1 | 3 | 9 | -5 | 23 | -4 | -0.5 | 1 | -12 | 0
Cc1cc(NS(=O)(=O)c2ccc(NC(=O)COc3cc(C)c(Cl)c(C)c3)cc2)no1 | 3 | -6 | -7 | -14 | 6 | -0.5 | -1 | -19 | -2
CS(=O)(=O)N(CC(=O)NCc1ccncc1)C1CCCCC1 | 0 | -1 | -7 | -12 | 23 | 0.8 | 5 | -6 | -3

Screens: PubChem, The Scripps Research Institute Molecular Screening Center
